# KDM5B inh = KDM5B demethylase inhibition; KDM5B demethylase, FDH-coupled NADH fluorescence (FDH is formaldehyde dehydrogenase); Potency, µM (top dose mostly 57.7 µM), for inactives: at the highest dose activity change, negative = inhibition, usual class: inhibitors; 220,000 tested, 2.6% active; active = well fitted inhibition curve with a large enough effect; inconclusive = small, poorly fitted or top-dose-only effect; inactive = no such curve, though single readings can be large or run the other way; also: 0% is about no effect; nearly all actives have a fitted effect of over 70% in size
#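 Inhibition is measured as reduced NADH fluorescence generation from FDH coupling to formaldehyde release. Truncated KDM5BΔAP at 200 nM final acts on H3K4me3 peptide (12.5 µM in substrate mix) in pH 7.5 HEPES buffer with Tween-20, 30 min, room temperature.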
# * hit, by the source's call; ? = inconclusive; [ ] = remark or other dose. Potency is read from the fitted curve at half-maximal effect. This is a subset (hit frequency here may not be typical).
# The first three compounds (preview)
KDM5B inh,canonical_smiles
?,COc1cc(NC(=O)N2CCC(CN3CCCC3)CC2)cc(OC)c1OC
10.1%,CC(OC(=O)c1ccc(C(N)=O)cc1)C(=O)NC(C)c1ccccc1 (stereo unspecified)
-9.7%,CCOC(=O)N1CCc2c(sc3c2c(=O)n(-c2ccc(CC)cc2)c(=O)n3Cc2cc(C)ccc2C)C1

# The list itself, from the start:
KDM5B inh,canonical_smiles
?,COc1cc(NC(=O)N2CCC(CN3CCCC3)CC2)cc(OC)c1OC
10.1%,CC(OC(=O)c1ccc(C(N)=O)cc1)C(=O)NC(C)c1ccccc1 (stereo unspecified)
-9.7%,CCOC(=O)N1CCc2c(sc3c2c(=O)n(-c2ccc(CC)cc2)c(=O)n3Cc2cc(C)ccc2C)C1
?,CC(C)(C)c1ccc(/C=C(\C#N)C(=O)NC2CC2)cc1
16.8%,CC1CCCN(C(=O)Cn2c(=O)n(CC3CCC(C(=O)NC(C)C)CC3)c(=O)c3sccc32)C1 (stereo unspecified)
?,Cc1ccc(Cl)cc1NC(=O)Cn1c(=O)n(CCCS(=O)(=O)C2CCCCC2)c(=O)c2ccccc21
-6.5%,Cc1cc(C)cc(NC(=O)Nc2cc(S(=O)(=O)N(C)C)ccc2C)c1
?,c1ccc(-c2noc(-c3cncnc3N3CCN(c4ccccc4)CC3)n2)cc1
-10.7%,COc1ccc(C2Cn3cnc(C(=O)N4CCC(C(=O)Nc5ccc(C)c(C)c5)CC4)c3CO2)cc1 (stereo unspecified)
-65.4%,CC(C)N(C(=O)N1CCN(c2ccnc3cc(Cl)ccc23)CC1)C(C)C
4.9%,COCC1CN(S(=O)(=O)c2ccc(F)c(C)c2)CC12CCNCC2 (stereo unspecified)
-18.7%,Cc1cccc(C(=O)OCc2ncc(-c3ccccc3)o2)c1O
31.5%[activator],Cc1ccc(NC(=O)C2CC(=O)n3c(nc4ccccc43)N2)cc1C (stereo unspecified)
?,CCc1ccc(S(=O)(=O)c2nnn3c2nc(NCCc2ccccc2)c2sccc23)cc1
-4.5%,CC1c2cc3c(cc2CCN1S(=O)(=O)c1ccccc1)OCCCO3 (stereo unspecified)
?,CCc1ccc(CNC(=O)c2ccc3c(c2)c(C)c(C)n3Cc2ccccc2)cc1
18.4%,CCCn1c(=O)[nH]c(=O)c2c3c(cnc21)C(=O)CC(c1ccc(OC)c(OC)c1)C3 (stereo unspecified)
13.1%,CCCNc1c(NC(=O)c2cccc(OC)c2)c(=O)oc2ccccc12
28.2µM*,N#CC1CCN(C(=O)c2nc(-c3ccc(Cl)cc3Cl)c3ccccn23)CC1
-0.5%,CCCOc1ccc(/C=N/NC(=O)CSc2ccccn2)cc1OC
11.2%,S=C(Nc1cccc(Cl)c1Cl)NC1CCN(Cc2ccccc2)CC1
-10.2%,Cc1ccc(OCCSc2nc3ccccc3n2CC(=O)NC(C)C)cc1
?,O=[S@]1Oc2ccccc2-c2ccccc21
8.4%,Cc1cc(C)n(CC(=O)N2CCCn3ccnc3C2c2ccccc2)n1 (stereo unspecified)
18.5%,Cc1ccc(C)c(-c2[nH]ncc2CN2CCCC(CO)(CCc3ccccc3)C2)c1 (stereo unspecified)
-0.2%,O=C(Cc1ccc(F)cc1)N1CCC(c2n[nH]c(=O)n2Cc2ccc(F)cc2)CC1
8.8%[115 µM],O=C1NC(=NC2CCCC2)C2(CCN(Cc3ccccc3)C2)N1c1cc(F)cc(F)c1 (stereo unspecified)
2.2%,COc1ccc(C(CC(=O)O)NC(=O)c2ccccc2Br)cc1 (stereo unspecified)
1.4%,O=C(NCc1ccco1)C1CCc2sc(C(=O)N3CCCCCC3)cc2C1 (stereo unspecified)
?,CCCCNc1nc(-c2ccc(S(C)(=O)=O)cc2)cs1
-15.0%,CN(C)CCNC(=O)C(=O)NCC(c1cccnc1)N1CCN(c2ccc(F)cc2)CC1 (stereo unspecified)
31.2%,O=C(c1cccc(C(F)(F)F)c1)N1CCC(Oc2ncccc2C(=O)N2CCCCC2)C1 (stereo unspecified)
?,Cc1ccc(NC(=O)C(Cc2ccccc2)NS(=O)(=O)c2ccc3c(c2)CCC(=O)N3)cc1 (stereo unspecified)
?,O=C(NCCN1CCNC1=O)c1cnc2n1CCN(Cc1nccs1)CC2
20.8%,CCCc1ccc(Oc2cc(-n3ncc(C(C)=O)c3C)nc(C)n2)cc1
?,CC(C)c1ccc(CNc2nc(-c3ccco3)nn2S(=O)(=O)c2ccccc2)cc1
-34.3%,Cc1ccc(OCc2nc(C3CN(C(=O)c4ccc(Cn5nc(C)cc5C)o4)C3)no2)cc1
?,O=C(CN1CCCCCC1)Nc1nc(-c2ccccc2)cc(-c2ccccc2)n1
-19.5%,COC(=O)c1sccc1S(=O)(=O)N1CCN(c2ccc(C(C)=O)cc2)CC1
25.3%,O=C(NC1CCN(Cc2ccccc2)CC1)c1cccc(Br)c1
20.9%[86.2 µM],CC1(C)[C@H]2CC[C@@H](CNC(=O)c3ccccc3)[C@@H]1C2
?,COc1cccc(CN2CC[C@@H]3C(=O)NCCCCCCN(Cc4ccncc4)[C@@H]3C2)c1
-16.9%,COCCN1C(=O)c2ccccc2C(C(=O)Nc2nc(C)cs2)C12CCCCC2 (stereo unspecified)
-8.7%,O=C(NC1CCN(Cc2cccc(C(F)(F)F)c2)CC1)C1CCC1
25.5%,CC(OC(=O)c1cc(=O)c2cc(Cl)ccc2o1)C(=O)NC1CC1 (stereo unspecified)
-2.4%,Cc1cc(C(=O)Nc2ccc(-n3c(C)nc4ccccc4c3=O)cc2)ccc1[N+](=O)[O-]
74.3%,COc1cccc(C(=O)Nc2ccc(-c3nc4ccc(C)cc4s3)cc2)c1OC
25.7%,O=C(c1ccn[nH]1)N(CC1CCN(Cc2ccccc2F)CC1)CC1CCCO1 (stereo unspecified)
20.6%,CCN(CCC#N)Cc1ccc(Br)s1
-2.2%,COc1cccc(CC(=O)NCC2CCCCC(=O)N2)c1 (stereo unspecified)

# Carrying on:
KDM5B inh,canonical_smiles
-6.6%,Cc1ccc(S(=O)(=O)N2CCN(C(=O)CN3C(=O)c4ccc([N+](=O)[O-])cc4C3=O)CC2)cc1C
?,Cc1ccccc1Nc1c(-c2ccc(Cl)s2)nc2c(C)cccn12
18.8%,O=C(N[C@H](CO)c1ccccc1)C1CCC(CNS(=O)(=O)c2ccc(Cl)cc2)CC1 (stereo partly specified)
?,CC(=O)c1ccc(NC(=O)O[C@@H]2CO[C@H]3[C@@H]2OC[C@@H]3NC(=O)Nc2ccc(Oc3ccccc3)cc2)cc1
?,CCC(=O)NC[C@H]1Cn2cc(-c3ccccc3)nc2CO1
-4.4%,CN(CCO)c1cccc2c1S(=O)(=O)N(Cc1cn(Cc3cccc(F)c3)nn1)Cc1ccccc1O2
?,Cc1ccsc1C(=O)NC1CCN(c2cc(-c3ccccc3)[nH]n2)C1 (stereo unspecified)
-12.0%[86.2 µM],Cc1ccc(CN2C(=O)[C@@H]3C[C@@H](O)CN3C3(CN(CC(C)(C)C)C3)C2=O)o1
45.7%[activator],COc1cc(/C=C/C(=O)Nc2cccc3cccnc23)ccc1OC(C)C
-10.7%,O=C(NCc1cc2n(n1)CCNC2)c1ccc(Cn2cnnn2)cc1
-12.8%,Cn1c(=O)c2nc(SCC(=O)Nc3cc(Cl)cc(Cl)c3)n(C)c2n(C)c1=O
7.1%,COc1ccccc1OC(C)C(=O)NC1CCCC1 (stereo unspecified)
14.9%,O=C(NCC(=O)N1CCN(Cc2c(F)cccc2Cl)CC1)NCc1ccccc1
8.0%,O=C(NNc1ccc(Cl)cc1)c1c(F)cccc1Cl
-11.7%,O=C(NC1CCN(Cc2ccccc2)CC1)C1CCc2ncc(-c3ccsc3)n2C1 (stereo unspecified)
11.0%,O=C1/C(=C/c2ccc(Br)cc2F)Cc2ccccc21
14.5%,CCCc1cc(C(=O)Nc2c(Cl)cccc2Cl)no1
17.8µM*,COCCCn1c(C)cc(C(=O)N2CCCC(c3[nH]ccc3C(N)=O)C2)c1C (stereo unspecified)
-6.5%,O=C(NCC(=O)N1CCN(S(=O)(=O)c2ccc3ccccc3c2)CC1)c1ccc2c(c1)OCO2
?,CCc1ccccc1Nc1cc(C(=O)NC2CCC(C)CC2)c2ccccc2n1 (stereo unspecified)
24.3%,C[C@@H]1CN(C(=O)c2ccccc2C#N)CC[C@@]1(O)C1CCOCC1
-13.5%,O=C(c1ccc(Cl)cc1)N1CCCC(c2nc3ccccc3o2)C1 (stereo unspecified)
-2.8%,COC(=O)c1ccc(C2c3c(-c4ccccc4O)n[nH]c3C(=O)N2Cc2ccncc2)cc1 (stereo unspecified)
12.5%,COc1cc(NC(=O)C2CCCN(S(=O)(=O)c3ccc4c(c3)CCCC(=O)N4)C2)cc(OC)c1 (stereo unspecified)
28.2µM*,O=C(NC1CCCC1)N1CCCN(c2nc3ncccc3o2)CC1
2.6%,CCOc1ccc(OCc2nc3ccc(OC)cc3[nH]2)cc1
-11.9%,CCOC(=O)c1ccc2c(c1)N(Cc1cc(C)ccc1C)C(=O)c1ccccc1S2(=O)=O
-1.1%,COc1ccc2ncc(C#N)c(Nc3cc(OC)c(OC)c(OC)c3)c2c1
0.1%,CCN(CC)S(=O)(=O)c1ccc(C)c(NS(=O)(=O)c2c(C)c(C)cc(C)c2C)c1
15.1%,c1ccc(-c2noc(-c3ccc(OC4CNC4)cc3)n2)cc1
2.5%,O=C(COc1ccc2c(c1)CCC2)Nc1ccc(Cl)c([N+](=O)[O-])c1
?,CCc1ccc(NC(=O)Cn2c(=O)c3cccn3c3ccccc32)cc1
16.2%,CN1CCN(C(=O)CN2C(=O)c3ccccc3C2c2cn(C)c3ccccc23)CC1 (stereo unspecified)
29.2%[86.2 µM],COC(=O)[C@@H]1Cc2ncn(Cc3ccc(OC)cc3)c2CN1C(=O)CCC(=O)O
2.3%,O=C(c1ccoc1)N1C[C@@H](COc2ccncc2)[C@H](c2ccccn2)C1
35.5µM*,COc1ccc(Cl)cc1-c1ncc2c(n1)OCCN(Cc1ccc(F)cc1F)C2=O
-23.9%,OCC1(O)CCCN(Cc2ccccc2Cn2cccn2)C1 (stereo unspecified)
32.1%[activator],CC1CCCCN1C(=O)CSc1nnc(-c2ccccc2F)o1 (stereo unspecified)
17.4%,CC(=O)c1ccc(NC(=S)N2CCC(Cc3ccccc3)CC2)cc1
23.1%,CCOC(=O)NNC(=O)c1ccc(CC)cc1
-9.1%,Cc1ccc(NC(=O)Cn2c(C)cc3nc4n(c(=O)c32)CCCC4)c(C)c1
17.2%,CC(=O)Nc1cccc(NC(=O)Cn2nc3c(cc2=O)CCCCC3)c1
?,Cc1oc(-c2ccc(C(=O)NCc3cccc(F)c3)cc2)nc1COc1ccccc1
?,CCN1c2cc(C(=O)NCc3ccc(SC)cc3)ccc2C(=O)N2CCCCCC21 (stereo unspecified)
0.5%,c1ccc(COc2ccc(Oc3cc(-c4nc5ccccc5s4)c4ccccc4n3)cc2)cc1
?,COc1ccc2nc3n(c2c1)[C@@H](CNCc1ccc(C(=O)O)cc1)COC3
24.0%,Cc1nc([N+](=O)[O-])cn1C(C)C
-5.4%,Cc1ccc2c(CN3CCN(c4cccc(Cl)c4)CC3)cc(=O)oc2c1
-24.0%,Cc1ccc(S(C)(=O)=O)cc1C(=O)NCc1coc(-c2cccs2)n1
18.5%,O=C(COc1c(CO)cc(F)cc1CO)Nc1ccc(Cl)cc1F

# New compounds follow:
KDM5B inh,canonical_smiles
19.4%,NS(=O)(=O)c1ccc(NC(=S)NNC(=O)c2ccc(Br)o2)cc1
1.4%,COc1cccc(N2CCN(C(=O)c3ccc(C)c(NC(=O)c4nsc5ccccc45)c3)CC2)c1
?,CC(C)CC(=O)Nc1ccc(-c2cc3cc(F)ccc3[nH]2)cc1
0.9%,COc1ccc(C(=O)N/C(=C\c2cc3ccc(OC)cc3nc2Cl)C(=O)N(C)C)cc1
-16.5%,COc1ccc(S(=O)(=O)N2CCC(c3nnnn3-c3ccccc3)CC2)cc1OC
-3.1%,Cc1ccc(-c2nc(CS(=O)(=O)CC(=O)N3CCN(c4cccc(C)c4C)CC3)c(C)o2)cc1
5.0%,COc1ccc(Cl)cc1NC(=O)CCn1c(=O)oc2ccccc21
21.7%,COc1ccc(COC(=O)c2ccc3c(=O)n4c(nc3c2)CCC4)cc1F
32.3%,Cc1ccc(S(=O)(=O)N2CCOCC2)cc1C(=O)Nc1cc(S(=O)(=O)N2CCCCC2)ccc1O
21.3%,Cc1cnc(CNC(=O)C2(N3CCCCC3)Cc3ccccc3C2)cn1
?,Cc1cccc(C)c1OCCNC(=O)COc1ccc2c(C)cc(=O)oc2c1
-6.1%,CCOC1CCOC2(CCN(C(=O)c3n[nH]c4ccccc34)CC2)C1 (stereo unspecified)
?,c1ccc2sc(C3CCCN(Cc4cc5n(n4)CCNC5)C3)nc2c1 (stereo unspecified)
-12.0%,O=C(c1ccc(N2CCC(CO)CC2)nc1)N1CCC(N2CCOCC2)CC1
-29.8%,CC(C)(C)C1CCc2onc(C(=O)N3CCCCC3)c2C1 (stereo unspecified)
-14.0%,O=C1Nc2ccccc2CC12CCCCN2[S+](=O)([O-])c1cccs1 (stereo unspecified)
1.9%,O=C(CN1C(=O)C(c2ccccc2)=NC12CCCCCC2)Nc1cccc(Cl)c1
28.2µM*,COc1ccc(CNC(=O)C[C@@H]2c3nc(NC(=O)c4c(F)cccc4F)sc3C[C@@H]3[C@](C)(CO)[C@H](O)CC[C@]32C)cc1
8.3%,COc1ccc(C2Cn3nnc(-c4noc(-c5ccccn5)n4)c3CO2)cc1 (stereo unspecified)

# Retrieved by compound from above (four):
KDM5B inh,canonical_smiles
32.3%,Cc1ccc(S(=O)(=O)N2CCOCC2)cc1C(=O)Nc1cc(S(=O)(=O)N2CCCCC2)ccc1O
1.9%,O=C(CN1C(=O)C(c2ccccc2)=NC12CCCCCC2)Nc1cccc(Cl)c1
0.9%,COc1ccc(C(=O)N/C(=C\c2cc3ccc(OC)cc3nc2Cl)C(=O)N(C)C)cc1
8.3%,COc1ccc(C2Cn3nnc(-c4noc(-c5ccccn5)n4)c3CO2)cc1 (stereo unspecified)

# Source: PubChem BioAssay
